MOR-DOR ag = OPRM1-OPRD1 heterodimerization agonism; P35372+P41143; cells, luminescence; 340,000 compounds, 0.3% hits; activation, % at 9.3 µM; in the data active = activation above about 18%;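 also: 0% = vehicle-treated cells and 100% = reference agonist; values of inactives mirror those of a sister screen read the other way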
Target sequence (P35372 whole entry, looked up): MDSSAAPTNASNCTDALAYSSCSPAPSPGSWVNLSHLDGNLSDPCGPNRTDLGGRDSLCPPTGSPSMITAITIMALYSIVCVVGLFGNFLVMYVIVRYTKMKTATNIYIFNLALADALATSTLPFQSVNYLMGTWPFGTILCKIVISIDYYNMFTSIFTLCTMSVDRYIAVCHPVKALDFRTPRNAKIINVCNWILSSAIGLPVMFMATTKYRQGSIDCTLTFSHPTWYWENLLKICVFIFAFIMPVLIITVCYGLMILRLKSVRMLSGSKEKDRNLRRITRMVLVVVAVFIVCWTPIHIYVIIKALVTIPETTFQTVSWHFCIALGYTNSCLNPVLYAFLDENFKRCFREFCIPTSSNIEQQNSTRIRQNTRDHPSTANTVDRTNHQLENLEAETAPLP
Target sequence (P41143 whole entry, looked up): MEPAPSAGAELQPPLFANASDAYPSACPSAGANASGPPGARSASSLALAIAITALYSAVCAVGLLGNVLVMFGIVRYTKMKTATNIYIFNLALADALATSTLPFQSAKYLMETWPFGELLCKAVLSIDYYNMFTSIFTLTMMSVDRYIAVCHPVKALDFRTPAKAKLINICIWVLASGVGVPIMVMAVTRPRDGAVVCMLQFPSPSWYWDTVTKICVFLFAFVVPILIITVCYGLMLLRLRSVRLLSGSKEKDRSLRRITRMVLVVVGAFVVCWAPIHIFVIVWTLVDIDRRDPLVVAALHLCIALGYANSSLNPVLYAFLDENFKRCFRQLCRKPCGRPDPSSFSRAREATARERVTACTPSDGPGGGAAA
HTR5A inv ctr = counter-screen for OPRM1-OPRD1 inverse agonists: human HTR5A inverse agonism; P47898; HTR5A cell line, luminescence; inhibition, % at 9.3 µM; 340,000 compounds, 0.083% hits; in the data active = inhibition mostly above about 23%, no sharp cut-off; inactive = mostly below about 18%;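 also: 0% = cells with DMSO and 100% = no-cell wells with DMSO; some compounds called inactive have numbers as strong as hits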
Pemphigus Ab inh = blocks pemphigus antibody binding to human desmoglein-3; P32926; DSG3-coupled beads, scFv-anti-DSG3-GFP binding, flow cytometry; stronger effect = lower value; binding (percent of control), % at 10 µM; 310,000 compounds, 0.48% hits;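 active = binding more than 3 SD below its plate's average and above zero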; also: some compounds called inactive have numbers as strong as hits
MOR-DOR inv ag = mu-delta opioid heterodimer inverse agonism | cell-based MOR-DOR heterodimer luminescence | inhibition, % at 9.3 µM | 340,000 compounds, 0.21% hits; in the data active = inhibition above about 22%, passing the limit was not always enough;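 also: 0% = cells with DMSO and 100% = wells without cells with DMSO; values of inactives mirror those of a sister screen read the other way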
PKA-R1A activ = activates the PKA-R1A holoenzyme complex; P00514+P68181; PKA-R1A dissociation, Cy5-IP20 fluorescence polarization; scaled: DMSO 0%, 113 µM cGMP 100%; activation, % at 11.4 µM; 340,000 compounds, 0.083% hits; AID 504707;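 active = percent activation above the mean of all tested compounds plus 3 SD, cut at about 19% in these data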;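 also: higher means more PKAc released from R1A so a rise in polarization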
DAGLB inhibitor = diacylglycerol lipase beta (human) inhibition; inhibition, % at 5.17 µM; Q8NCG7; 340,000 compounds, 0.059% hits; HEK293T DAGLB membrane lysate, EnzChek fluorogenic substrate; in the data active = inhibition above about 34%;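 also: 0% = enzyme with vehicle and 100% = wells lacking enzyme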
Arr AP2 block = inhibitors of human beta-arrestin and AP2 interaction. FITC-arrestin peptide / GST-AP2 beads, flow cytometry; AP2 beta2 appendage carries R879A mutation. inhibition, % at 10 µM. 340,000 compounds, 0.31% hits;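 active = inhibition above a set limit, near 3 SD of compounds lacking own fluorescence, cut at about 54% in these data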;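 also: plate controls were DMSO wells for no effect and 5 µM unlabelled arrestin peptide for full effect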
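System: GST-AP2 R879A glutathione beads | Also added: FITC-arrestin peptide, 50 nM | Times: 12 min plus 1 h, RT | Signal: Bead flow cytometry, FITC channel | Buffer or medium: PBS with 0.05% Tween 20 and 0.1% BSA | Read-out basis: Percent drop in bead-associated FITC signal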
HTR5A ag = HTR5A agonism, opioid heterodimer counter-screen. P47898. HTR5A agonist assay, luminescence, cell-based. activation, % at 9.3 µM. 340,000 compounds, 0.61% hits. AID 504692; in the data active = activation mostly above about 9.5%, no sharp cut-off; inactive = mostly below about 7.6%;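 also: 0% = cells with vehicle only and 100% = reference agonist; strong numbers were not always called active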
V-ATPase pHluor = yeast V-ATPase proton transport regulation by pHLuorin; S. cerevisiae, pHLuorin cytosolic pH fluorescence; response, % at 10 µM; 350,000 compounds, 0.37% hits; in the data active = response mostly above about 7.3%, no sharp cut-off; inactive = mostly below about 5.4%; also: actives read high; inactives centre near 0; some compounds called inactive have numbers as strong as hits; reference of the scale not given here
PKA-R2B act = PKA-R2B complex activation; activation, % at 11.4 µM; P22694+P31323; 340,000 compounds, 0.079% hits; PKA-R2B holoenzyme dissociation, Cy5-IP20 fluorescence polarization; R2B truncated from residue 108, S112A mutant; 0% DMSO only, 100% 113 µM cGMP;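 active = activation above a cutoff set at the mean over all compounds plus 3 SD, cut at about 18% in these data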;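 also: higher means more holoenzyme dissociation and a rise in polarization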
* marks the source's active call; other numbers are inactive results; . = no result given.

molecule	MOR-DOR ag	HTR5A inv ctr	Pemphigus Ab inh	MOR-DOR inv ag	PKA-R1A activ	DAGLB inhibitor	Arr AP2 block	HTR5A ag	V-ATPase pHluor	PKA-R2B act
O=C(CC1(c2ccc(Cl)cc2)C2CC3CC(C2)CC1C3)NCCO (configuration not stated)	-0.9	-1	.	4	-2	-1	13	0	1	-4
COc1ccc(NC(=S)NN2C(C)CCCC2C)cc1 (configuration not stated)	4.6	7	107	-24	12	1	-7	-1	4	0
CSc1ncccc1C(=O)Nc1nccs1	-0.7	-17	98	3	-9	0	-6	2	0	-12
O=C(NN1CCOCC1)c1ccco1	-1.7	-11	102	9	-8	0	1	3	-1	7
CCOc1ccc(CNC(=O)c2ccccc2NC(=O)C2=CSCCO2)cc1	-1.8	5	83	9	-4	-2	6	-1	3	2
COc1ccc(-c2noc(CSc3nc4sc(C)c(C)c4c(=O)n3-c3ccccc3)n2)cc1	-2.3	3	114	12	-6	-2	-2	2	-1	2
Cc1nn(-c2ccccc2)c(C)c1NC(=O)COC(=O)c1ccc(NC(=O)CC#N)cc1	-3.0	13	.	15	14	-1	-4	4	-4	7
CCN1CCCC(OC(=O)c2cc(-c3ccc(C)cc3)nc3ccccc23)C1 (configuration not stated)	5.5	0	100	-40	6	-9	-8	0	-1	-11
CNC(=O)C1CC(=O)N(CCc2ccc(C)cc2)C1 (configuration not stated)	-1.9	-10	101	9	3	-2	2	3	2	-2
COc1ccc(F)cc1S(=O)(=O)Nc1cc2c3c(c1)CC(=O)N3CCC2	-1.1	15	99	7	8	2	24	-1	-4	-18
CC(C)Oc1ccc(C(CCNCc2ccc(O)cc2)c2ccccc2)cc1 (configuration not stated)	8.2	-21	89	-38	4	1	2	6	3	-13
O=C(N/N=C/c1sc(=O)n(Cc2ccc(Br)cc2)c1Cl)c1ccco1	27*	-87	99	-133	-5	1	47	26*	-1	-11
O=C(Nc1ccccc1C(F)(F)F)C1CCN(C(=O)c2cccs2)CC1	-0.3	-22	95	2	-11	0	-7	8	0	5
CCCN1CCC(NC(=S)Nc2cccc(Cl)c2Cl)CC1	0.9	7	97	-4	9	2	-2	-1	-1	-2
CCC(C)N(C(=O)Cn1nc(C)c([N+](=O)[O-])c1C)C1CCS(=O)(=O)C1 (configuration not stated)	-2.3	5	101	15	-8	1	-10	0	-2	-1
O=C(NCCN1CCN(C(=O)NC2CCCCC2)CC1)NC1CCCCC1	-1.6	9	107	9	-2	4	11	-3	-6	3
COc1cc(NC(=O)CSc2nnc(-c3ccncc3)n2C2CCCCC2)ccc1NC(=O)c1ccco1	3.1	-1	93	-19	-2	5	1	0	2	-2
Cc1ccc(N2C(=O)c3oc4ccccc4c(=O)c3C2c2cccc(O)c2)nc1 (configuration not stated)	-1.6	-12	105	8	-11	-2	4	4	-4	-2
O=C(Nc1ccccc1N1CCOCC1)c1ccc(OCc2cscn2)cc1	1.0	6	93	-8	8	-9	5	-2	1	5
Cc1ccc2c(C)c(C(=O)NCc3ccc(S(N)(=O)=O)cc3)oc2c1C	1.7	-7	93	-10	-17	-3	18	3	6	2
CN1CCN(S(=O)(=O)c2cccc(C(=O)Nc3cc(C(F)(F)F)ccc3N3CCCCC3)c2)CC1	-4.3	-5	106	21	-8	0	-5	4	0	-12
Cn1c(SCC(=O)N2CCOCC2)nnc1-c1ccc2ncccc2c1	-0.7	2	111	4	4	0	7	-2	-3	2
CCOC(=O)c1cn(CC)c2cc(Cl)c([N+](=O)[O-])cc2c1=O	-2.3	-1	89	12	-5	0	-1	3	1	6
CC1Cc2cc(/C(O)=C3/C(=O)C(=O)N(Cc4ccco4)C3c3cccs3)ccc2O1 (configuration not stated)	0.2	-5	107	-1	-2	3	3	-4	3	-3
O=c1[nH]c2ccccc2n2c(-c3ccncc3)nnc12	-3.4	-1	99	14	-13	-3	28	-1	3	-4
CC(=O)N1CCN(C(=O)c2cc3c(s2)CCCC3)CC1	0.2	-12	101	-2	-6	0	34	2	18*	-11
CN(C)c1nc2c(c(N)nn2-c2ccc(Cl)cc2)c(=O)o1	-2.9	2	101	14	6	4	2	-1	3	14
O=C(NC(=S)N1CCN(C(c2ccccc2)c2ccccc2)CC1)c1ccc(S(=O)(=O)N2CCOCC2)cc1	-3.0	11	121	16	-9	-2	15	-2	2	-16
Cc1ccc(S(=O)(=O)N2CCCCC2)cc1NC(=O)COC(=O)c1ccc(O)cc1	-0.1	6	97	1	4	-2	9	-2	-2	7
COc1ccc(NC(=S)NNS(=O)(=O)c2ccc3ccccc3c2)c(OC)c1	0.8	5	96	-5	-7	0	6	-2	1	0
Cc1cc2[nH]c(=O)c(=O)[nH]c2cc1S(=O)(=O)N1CCN(c2cccc(C(F)(F)F)c2)CC1	2.2	-6	103	-12	2	-1	30	2	11	-2
O=C(NC1CC(=O)N(c2ccc(F)cc2)C1)C(=O)c1c[nH]c2ccccc12 (configuration not stated)	-1.5	8	95	8	-3	0	2	-5	-4	-11
Cc1ccc(-n2nc3c(N4CCC(C(=O)N5CCN(C)CC5)CC4)nnc(C)c3c2C)cc1	-3.4	0	91	17	3	2	-5	2	5	0
CCOC(=O)c1cc(OCC)c2c(ccc3ccccc32)n1	.	.	103	.	-6	-6	.	.	-4	3
O=S(=O)(Nc1ccc(-n2cnnn2)cc1)c1ccc(Cl)cc1	0.0	-14	116	0	-7	4	-6	5	-2	2
Cc1cc(S(=O)(=O)N2CCOCC2)ccc1OCC(=O)Nc1ccc(F)c(Cl)c1	2.4	0	88	-15	-14	1	-3	2	1	-5
C/C(=N\NC(=O)c1nnn(-c2nonc2N)c1-c1ccc2c(c1)OCO2)c1ccc(F)cc1	-2.2	-2	86	11	-11	1	5	0	-1	-1
CC12CN(NC(=O)c3ccccc3F)C3(C#N)CC1CCC23C (configuration not stated)	-1.5	1	99	7	-2	-3	-16	8	1	-3
COc1ccc(CC(=O)NCc2nnc(SCC(=O)Nc3nccs3)n2C)cc1	2.2	3	102	-11	-2	2	9	-1	-4	-9
O=C(COC(=O)COc1ccc2ccccc2c1)NC1CCCc2ccccc21 (configuration not stated)	0.7	19	95	-4	-10	-4	3	1	3	-5
Cc1cc(C)nc(SCCN2CCCCC2)n1	-3.1	-25	113	17	-4	-3	5	4	-4	0
Cc1cc(NC(=O)C2CCCN2C(=O)Nc2cccc(Cl)c2)ccc1-n1cnnn1 (configuration not stated)	-1.3	3	106	7	-3	-1	42	3	-2	9
CC(=O)N=c1sc2c3ccccc3ccc2n1C	-0.6	-1	103	3	-1	-1	9	0	3	-18
CC(=O)Nc1ccc(S(=O)(=O)Nc2cc([N+](=O)[O-])ccc2C)cc1	-2.0	-1	109	12	-4	-1	35	0	-2	-1
N#CCN1C(=O)C(=O)N(Cc2cccc(Cl)c2)C1=O	-2.6	-7	100	12	12	-2	-23	2	-4	6
O=C(CNc1cccc(S(=O)(=O)N2CCOCC2)c1)Nc1ccc(C(F)(F)F)cc1	5.7	-38	105	-36	-9	2	-4	14	0	2
COc1cc(C2CC(=O)NC3=C2C(=O)CC(C)(C)C3)cc(OC)c1O (configuration not stated)	-2.2	20	.	9	6	-2	10	-8	2	1
O=C(O)c1ccccc1N/C=C\[N+](=O)[O-]	2.4	7	68	-14	-5	2	9	-3	3	-8
CC(Oc1cccnc1[N+](=O)[O-])C(=O)Nc1ccc(F)cc1 (configuration not stated)	0.5	-1	102	-2	5	1	-7	-4	-1	3
O=C1CCC(C(=O)N2CCN(c3ccccc3)CC2)CN1CC1CCCCC1 (configuration not stated)	2.2	-10	105	-12	2	-1	2	4	2	2
O=[N+]([O-])c1ccc(CNc2ccc(Cl)cc2)s1	0.6	-12	127	-3	-4	1	4	3	-2	-2
O=C1CN(C(=O)COC(=O)c2c(F)cccc2Cl)c2ccccc2N1	0.3	9	.	-1	-12	0	-3	-3	1	0
O=C(CSc1cccc[n+]1[O-])Nc1cc(S(=O)(=O)N2CCOCC2)ccc1N1CCOCC1	-1.1	10	100	8	4	0	-7	9	3	-1
CCCCN(C)CCNC(=O)CN1C(=O)CSc2ccc(S(=O)(=O)N3CCCCC3)cc21	-1.6	-3	.	8	-9	1	6	1	4	-2
Cc1cc(C)n2c(SCc3ccccc3Cl)nnc2n1	-2.1	-2	101	12	12	-3	4	3	-2	-13
COc1cccc(C(=O)N2CCC(N3CC(C)OC(C)C3)CC2)c1 (configuration not stated)	-2.0	27	.	10	-12	-3	3	3	2	4
c1cc(-c2ccncc2)ccn1	-2.7	-6	117	15	-5	0	3	-3	2	-9
Cc1c(C(C)O)nnn1-c1nonc1N (configuration not stated)	-2.8	-6	99	16	-9	-2	-9	1	2	-11
Cc1cc(/C=C(\C#N)C(=O)NCc2cccs2)c(C)[nH]1	-2.8	3	96	14	13	1	-3	-1	2	-3
COc1cc(CNc2ccc3[nH]c(=O)[nH]c3c2)cc(Br)c1OCC(=O)NC(C)(C)C	-2.0	-14	99	9	1	3	31	5	-2	6

Laid out differently: entries from further up
Under each structure – MOR-DOR ag	HTR5A inv ctr	Pemphigus Ab inh	MOR-DOR inv ag	PKA-R1A activ	DAGLB inhibitor	Arr AP2 block	HTR5A ag	V-ATPase pHluor	PKA-R2B act
Cc1c(C(C)O)nnn1-c1nonc1N (configuration not stated)
    -2.8	-6	99	16	-9	-2	-9	1	2	-11
Cc1cc(C)n2c(SCc3ccccc3Cl)nnc2n1
    -2.1	-2	101	12	12	-3	4	3	-2	-13

Other records.
molecule	MOR-DOR ag	HTR5A inv ctr	Pemphigus Ab inh	MOR-DOR inv ag	PKA-R1A activ	DAGLB inhibitor	Arr AP2 block	HTR5A ag	V-ATPase pHluor	PKA-R2B act
COc1ccc(N2CCN(C(=O)[C@@H]3CCCN3C3=NS(=O)(=O)c4ccccc43)CC2)cc1	-3.0	5	.	13	1	0	-4	-2	-5	-9
CCOc1ccc2nc(N3CCCC(C(=O)NCCCN4CC(C)CC(C)C4)C3)sc2c1 (configuration not stated)	-0.5	-10	105	3	-1	-1	-2	5	8	-8
CCNC(=O)N1CCCC(C(=O)c2ccc3cc(OC)ccc3c2)C1 (configuration not stated)	-1.2	-2	111	9	-6	0	1	1	-1	4
CC1=CC=CC2=NC(=O)CC(C)(C(=O)N(CC(=O)NC3CCCC3)Cc3ccc(Cl)cc3)N12 (configuration not stated)	-1.1	-3	112	6	-5	-2	6	0	-5	-8
CC(=O)Nc1ccc(N/C(C)=C/C(=O)c2cccnc2)cc1	-0.3	8	101	2	2	-1	10	-2	1	-14
Nc1cc(Br)cc2c1[nH]c(=O)c1ccccc12	.	.	101	.	-5	-1	.	.	0	7
CN(C)c1ccc(C(O)Cc2nc3ccccc3n2C)cc1 (configuration not stated)	-1.6	-3	98	8	-10	0	-8	1	1	3
CC1Sc2ccc(S(=O)(=O)CCC(=O)N(C)Cc3ccco3)cc2NC1=O (configuration not stated)	-3.0	14	102	16	-1	-5	-5	-1	0	6

Bioassay records as filed in PubChem BioAssay.
